Source: PubChem (Sanford-Burnham Center for Chemical Genomics)
tim23-1 inh: growth inhibitors of tim23-1 mutant yeast, primary screen, luminescence, uHTS | S. cerevisiae tim23-1 growth, BacTiter-Glo luminescence, 24 h | inhibition, % at 20 µM | 330,000 tested, 1.3% active;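 active = growth inhibition of the mutant yeast at or above 50%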;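 also: temperature-sensitive mutant grown at 25 °C; plate controls were DMSO-treated mutant yeast for no effect and medium wells lacking yeast for full effect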
APJ ag: agonists of human apelin receptor APJ, primary screen, CHO-K1 cells, PathHunter beta-arrestin, luminescence | AID 2520, 2010 | 0% DMSO wells, 100% apelin | 330,000 tested, 0.11% active | activation, % at 20 µM;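 active = activation more than six SD over the plate average, tested at 20 µM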;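 also: 0% = DMSO alone and 100% = apelin-13 at 10 nM; some results filed as inactive read as strong as hits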
Target sequence (P35414 whole entry, looked up): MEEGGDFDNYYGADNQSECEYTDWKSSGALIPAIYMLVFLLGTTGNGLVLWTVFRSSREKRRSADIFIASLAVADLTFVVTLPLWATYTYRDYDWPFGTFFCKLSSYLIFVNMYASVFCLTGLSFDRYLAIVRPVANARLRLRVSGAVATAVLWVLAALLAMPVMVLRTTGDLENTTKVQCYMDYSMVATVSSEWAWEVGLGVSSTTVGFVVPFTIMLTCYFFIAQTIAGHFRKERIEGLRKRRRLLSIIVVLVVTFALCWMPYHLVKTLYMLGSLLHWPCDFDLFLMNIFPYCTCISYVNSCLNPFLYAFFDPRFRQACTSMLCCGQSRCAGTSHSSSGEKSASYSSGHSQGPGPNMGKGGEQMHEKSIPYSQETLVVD
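system = engineered CHO-K1 APJ arrestin reporter cells | input = 1000 cells per well | timing = overnight seeding, 90 min compound at 25 °C, 1 h detection | measured by = enzyme-fragment complementation luminescence | read-out = beta-arrestin recruitment to APJ as agonist activity, luminescent signal | control set = negative DMSO alone, positive Apelin-13 at 10 nM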
Mdm2 MdmX PPI: inhibitors of human Mdm2-MdmX association, primary screen, cell-based, luminescence, split luciferase, SaOS-2, uHTS; Protein Mdm4 (Homo sapiens) + E3 ubiquitin-protein ligase Mdm2 (Homo sapiens), …; SaOS-2 split-luciferase Mdm2/MdmX complementation; inhibition, % at 8 µM; 330,000 tested, 3% active; AID 485346, 2010;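 active = inhibition of at least 50% at 8 µM in the primary screen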
CHOP UPR activ: activators of apoptotic CHOP UPR arm, primary screen, cell-based, CHO-CHOP luciferase reporter, luminescence, uHTS | UPR activation; percent of tunicamycin response over DMSO baseline | activation, % at 10 µM | 330,000 tested, 0.34% active | AID 449763, 2010;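 active = at 10 µM dose, activation of 40% or more, normalized to positive control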;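 also: 100% = tunicamycin at 10 µg/mL and 0% = DMSO alone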
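Test system: CHO-CHOP cells, stable luciferase reporter of PERK-eIF2a-CHOP signalling | Quantity: 500 CHO-CHOP cells per well | Buffer or medium: F12 plus 10% serum | Compound dosing: 10 µM single point, 0.5% DMSO | Schedule: 6 h compound treatment, 37 °C | Signal: Luciferase luminescence | Control set: Tunicamycin high control, DMSO low control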
CXCR6 inh: CXCR6 receptor inhibitors, primary screen, cell-based, beta-arrestin, luminescence, CHO-K1 PathHunter, 1536-well; C-X-C chemokine receptor type 6 (Homo sapiens), O00574; inhibition, % at 20 µM; 360,000 tested, 0.36% active; AID 602244, 2012; in the data active = inhibition above about 34%, passing the limit was not always enough;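 also: antagonist mode with CXCL16 agonist at 10 nM final; 0% = 10 nM CXCL16 with DMSO and 100% = unstimulated wells without agonist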
APJ antagonist: antagonists of human apelin receptor APJ, primary screen, CHO-K1 cells, beta-arrestin complementation, luminescence; inhibition, % at 20 µM; 330,000 tested, 0.32% active;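 active = inhibition above about 40% at 20 µM, limit read from the data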;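 also: cells challenged with 10 nM apelin-13 agonist together with compound; plate controls were apelin-13 plus DMSO wells for no effect and DMSO wells lacking apelin-13 for full effect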
EBI2 antag: EBI2 receptor antagonists, beta-arrestin recruitment, primary screen, cell-based, luminescence, 7a,25-OHC stimulation, uHTS. G-protein coupled receptor 183 (Homo sapiens), P32249. 7a,25-OHC stimulated. inhibition, % at 5 µM. 360,000 tested, 0.81% active. AID 651636, 2012; in the data active = inhibition above about 38%;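 also: enzyme fragment complementation signal reports receptor beta-arrestin coupling in cells; 0% = agonist plus DMSO wells and 100% = wells without agonist; some results beyond the cut were filed as inactive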
Target sequence (P32249 whole entry, looked up, the tested form may be a part): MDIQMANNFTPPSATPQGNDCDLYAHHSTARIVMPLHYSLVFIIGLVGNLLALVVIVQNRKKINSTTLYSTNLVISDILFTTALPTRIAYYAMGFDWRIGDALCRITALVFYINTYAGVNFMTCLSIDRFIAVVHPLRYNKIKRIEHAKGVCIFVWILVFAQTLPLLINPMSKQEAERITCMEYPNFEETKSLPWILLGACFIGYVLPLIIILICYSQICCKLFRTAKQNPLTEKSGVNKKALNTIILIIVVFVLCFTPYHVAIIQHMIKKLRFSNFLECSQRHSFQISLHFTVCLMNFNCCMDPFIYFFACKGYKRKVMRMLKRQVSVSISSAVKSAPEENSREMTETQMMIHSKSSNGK
XBP1 UPR activ: activators of adaptive XBP1 UPR arm, primary screen, cell-based, CHO-XBP1 luciferase reporter, luminescence, uHTS. IRE1-XBP1 UPR activation; percent of tunicamycin response, DMSO as zero. activation, % at 20 µM. 330,000 tested, 0.33% active. AID 463104, 2010;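 active = versus positive control, 20 µM dose yields 30% or more activation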;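 also: 100% = tunicamycin at 10 µg/mL and 0% = DMSO only wells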
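Material: IRE1-XBP1 luciferase reporter CHO line / Quantity: one thousand reporter cells per well / Buffer or medium: F12 with 10% serum / Compound: 20 µM single concentration, DMSO 1% / Times: 6 h treatment, 37 °C / Detection: Steady-Glo luciferase glow luminescence, 10 min after reagent addition / Benchmarks: tunicamycin high, DMSO low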
CCR6 antag: CCR6 receptor antagonists, primary screen, cell-based, CHO-K1, luminescence, beta-arrestin, uHTS | inhibition, % at 20 µM | CHO-K1 CCR6 PathHunter beta-arrestin, CCL20-stimulated | 340,000 tested, 0.49% active | C-C chemokine receptor type 6 (Homo sapiens), P51684 | AID 493098, 2011;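 active = compounds whose inhibition of the agonist-driven luminescence signal at 20 µM reaches about 50%, limit read from the data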;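 also: cells stimulated with CCL20 at 14 nM final; plate controls were DMSO with CCL20 for no effect and DMSO without agonist for full effect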
Target sequence (P51684 whole entry, looked up): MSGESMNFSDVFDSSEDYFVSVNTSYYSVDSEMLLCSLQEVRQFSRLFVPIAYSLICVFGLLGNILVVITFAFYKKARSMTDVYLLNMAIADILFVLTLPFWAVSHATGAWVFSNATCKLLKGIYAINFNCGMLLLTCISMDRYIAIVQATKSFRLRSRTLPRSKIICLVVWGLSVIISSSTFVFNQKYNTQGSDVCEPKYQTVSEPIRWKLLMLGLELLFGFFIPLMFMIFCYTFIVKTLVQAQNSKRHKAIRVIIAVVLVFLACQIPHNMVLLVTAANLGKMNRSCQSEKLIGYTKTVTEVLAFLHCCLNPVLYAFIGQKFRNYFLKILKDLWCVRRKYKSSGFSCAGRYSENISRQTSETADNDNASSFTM
* hit, by the source's call; / = not tested or not shown; & = joins results of further samples.

The opening 5 entries as a preview:
SMILES	tim23-1 inh	APJ ag	Mdm2 MdmX PPI	CHOP UPR activ	CXCR6 inh	APJ antagonist	EBI2 antag	XBP1 UPR activ	CCR6 antag
CCC(C(=O)NCCCN1CCOCC1)n1c2ccccc2c2nc(=O)cc(C)n21 (stereo not given)	-1	-1	16	-2.0	-1	14	2	-2	9
O=S(=O)(c1ccc2ccccc2c1)N1C=CC(C(F)(F)F)=NCC1	32	-1	-1	1.3	-1	5	-6	0	14
COc1ccc([N+](=O)[O-])cc1NC(=O)COC(=O)C=C(C)C	-25	1	19	3.4	10	21	1	-4	5
CC(=O)N(c1ccc2oc(=O)sc2c1)S(=O)(=O)c1cccc2cccnc12	3	-2	-36	2.3	-4	29	3	2	-3
COC(=O)C1=C(C)NC(C)=C([N+](=O)[O-])C1c1ccccc1C(F)(F)F (stereo not given)	33&32	6&0	-10&-33	-1.3&2.4	2&10	22&23	13&14	-6&-6	22&11

This part in full (from the top)
SMILES	tim23-1 inh	APJ ag	Mdm2 MdmX PPI	CHOP UPR activ	CXCR6 inh	APJ antagonist	EBI2 antag	XBP1 UPR activ	CCR6 antag
CCC(C(=O)NCCCN1CCOCC1)n1c2ccccc2c2nc(=O)cc(C)n21 (stereo not given)	-1	-1	16	-2.0	-1	14	2	-2	9
O=S(=O)(c1ccc2ccccc2c1)N1C=CC(C(F)(F)F)=NCC1	32	-1	-1	1.3	-1	5	-6	0	14
COc1ccc([N+](=O)[O-])cc1NC(=O)COC(=O)C=C(C)C	-25	1	19	3.4	10	21	1	-4	5
CC(=O)N(c1ccc2oc(=O)sc2c1)S(=O)(=O)c1cccc2cccnc12	3	-2	-36	2.3	-4	29	3	2	-3
COC(=O)C1=C(C)NC(C)=C([N+](=O)[O-])C1c1ccccc1C(F)(F)F (stereo not given)	33&32	6&0	-10&-33	-1.3&2.4	2&10	22&23	13&14	-6&-6	22&11
COC(=O)C(C#N)c1nc2ccccc2nc1N1CCN(Cc2ccc3c(c2)OCO3)CC1 (stereo not given)	8	-1	10	0.8	/	-5	/	-3	/
COC(=O)Nc1ccc(S(=O)(=O)N(C)CC(F)(F)C(F)F)cc1	5	5	-10	-2.2	1	-35	4	-2	-4
COc1ccc(C(c2nnnn2Cc2ccc(F)cc2)N2CCN(c3ccccc3)CC2)cc1 (stereo not given)	23	-2	11	-2.7	9	-9	17	-3	18
Cn1cc(C2N3CC4(C)CN2CC(C)(C3)C4=O)c2ccccc21 (stereo not given)	17	-3	18	-3.6	3	3	14	-4	-8
Cc1ccc(OCC(=O)NC(=S)Nc2cccc(NC(=O)c3ccccc3)c2)cc1	7	0	5	2.3	-2	4	6	1	25
COc1ccc(Nc2nc(N)nc(C(F)(F)F)n2)c(OC)c1	11	0	-16	0.7	-7	-6	-7	3	-4
O=C(NCCc1nnc2ccccn12)c1cccs1	-2	3	-24	2.9	0	11	-4	-4	3
CCCCN(CCCC)CCC(O)c1cc2c(Cl)cc(Cl)cc2c2cc(C(F)(F)F)ccc12 (stereo not given)	29	6	61*	-1.4	2	6	-20	-3	-3
CCN(CC(=O)N(CC(C)C)c1c(N)n(CC(C)C)c(=O)[nH]c1=O)Cc1nc2ccccc2c(=O)[nH]1	7	-5	6	-1.0	8	-15	-1	-2	3
COc1cc2cc(CN(CCCO)S(=O)(=O)c3ccccc3)c(=O)[nH]c2cc1OC	16	-6	2	-2.1	2	14	-4	-3	4
Cc1ccccc1C(=O)c1cccn1CC(=O)N1CCCCCC1	9	-1	8	-0.7	0	6	8	-1	3
CCN(CC(=O)Nc1c(F)cccc1F)C(=O)c1ccc(C)c(S(=O)(=O)N2CCCCC2)c1	11	-6	7	-3.1	4	-9	-1	-1	4
CC(C)N=C(NC#N)SCc1ccccc1F	15	-4	14	-1.1	0	-6	-15	-3	5
O=[N+]([O-])c1ccc(NC2CCCC2)cc1	12	0	-33	1.1	3	8	2	2	21
NC(=O)C(c1ccc(Cl)cc1)c1ccc(Sc2ccccc2)nn1 (stereo not given)	-1	-2	8	0.1	7	-15	5	0	7
c1ccc(Cc2nc3ccccc3n2Cc2ccccc2)cc1	14	-5	18	-1.2	0	4	4	-1	12
O=C(/C=C/c1ccc(OC(F)F)cc1)OCC(=O)N1CCC(c2ccccc2)=N1	-7	-2	33	-1.2	6	11	32	-3	17
O=C(O)CN(c1ccccn1)S(=O)(=O)c1ccccc1	29	-1	8	0.3	-14	6	-9	-2	-31
COc1ccnc(Oc2cccc(C(F)(F)F)c2)c1C(=O)N/C=N/OCc1ccccc1F	18	-4	-6	-0.4	-2	14	6	-2	-11
CCn1c(SCC(=O)Nc2cccc(C(C)=O)c2)nnc1C(C)C	16	-2	-1	1.9	-1	-14	2	2	-12
Other entries follow:
SMILES	tim23-1 inh	APJ ag	Mdm2 MdmX PPI	CHOP UPR activ	CXCR6 inh	APJ antagonist	EBI2 antag	XBP1 UPR activ	CCR6 antag
OCCN1CCN(Cc2cccc(Oc3ccc(Cl)cc3)c2)CC1	-1	-5	10	2.3	2	5	2	-2	-8
Cn1c(=O)cc(OCCCC(=O)NCc2ccc3c(c2)OCO3)c2ccccc21	-6	-6	24	1.5	2	-7	-3	-2	12
CCOc1cc(NC(=O)C2CC2)c(OCC)cc1NC(=O)c1cccc(F)c1	-10	3	8	0.7	7	4	10	1	8
CCc1nnc(NC(=O)c2ccc(S(=O)(=O)N(CCOC)CCOC)cc2)s1	2	5	-4	4.2	-4	10	-3	-2	17
Cc1cccc(OCC(=O)N2CCN(S(C)(=O)=O)CC2)c1	18	2	-15	0.7	-10	-5	1	0	-4
Cn1c(=O)[nH]c(=O)c2c1nc(SCC(=O)O)n2CCc1ccccc1	2	0	25	0.1	0	-14	-7	-7	-15
C=CCn1c(CCC(=O)O)ccc1-c1ccc(OC)cc1	19	-3	12	1.4	1	0	1	-1	-4
O=C(CCC(=O)Nc1nnc(C2CCCCC2)s1)Nc1ccc(F)cc1	-9	1	0	0.8	-1	5	4	-1	-2
CCN(CC)S(=O)(=O)c1ccc(NC2c3ccccc3C(=O)N2CCN2CCOCC2)cc1 (stereo not given)	18	0	-10	0.1	2	-16	-15	3	16
COC(=O)Nc1ccc(OCC(=O)N2CCOCC2)cc1	9	-2	1	0.0	-1	18	-9	-2	2
Oc1ccc(Br)cc1C1Nc2ccccc2S1 (stereo not given)	15	0	-24	3.7	-5	8	-9	-1	-22
N#C/C(C(=O)N1CCCCC1)=C1\Nc2ccccc2S1	38	-2	-11	1.1	-2	4	-22	2	-15
CCCn1nnnc1SCC(=O)NNC(=O)c1ccco1	14	-3	9	-0.6	10	0	2	-4	-4
CC(=O)NCCn1c(SCc2cccc([N+](=O)[O-])c2)nc2ccccc2c1=O	6	-2	-15	0.4	13	16	2	-1	19
COc1ccc(C(=O)N/N=C/c2ccc(OC)c(COc3ccccc3)c2)cc1	-11	1	5	4.6	0	-45	19	-5	3
CCNCCOC(c1ccccc1)c1ccccc1	-14	0	20	-1.8	4	6	-6	-3	9
CCOc1ccccc1/C=N/n1c(C)nc2ccccc2c1=O	10	-3	-11	0.8	0	24	11	4	20
C=CCSC1=N/C(=C\c2ccc3c(c2)OCO3)C(=O)S1	20	-6	32	-2.7	0	27	-5	-3	12
O=C(Oc1ccc2c(-c3ccccc3)cc(=O)oc2c1)C1CCCCC1	25	-2	13	0.9	-4	11	-3	2	0
CCOC(=O)Cc1c(C)nc(SC)[nH]c1=O	-4	1	2	1.7	-8	9	-1	2	10
CCOC(=O)c1ccccc1N=N/C(C(C)=O)=C(/C)O	2	-5	12	-0.1	10	23	5	4	2
Cc1cc(C)n2nc(SCC(=O)N(C)C3CCCCC3)nc2n1	7	0	13	-1.7	-4	11	-1	2	6
CC(C)(C)Sc1ccccc1S(=O)(=O)C(C)(C)C	14	-3	10	-1.0	-13	13	-1	-1	-2
COc1cccc(CNC(=O)CCCn2nc(C)n3c(cc4sccc43)c2=O)c1	1	0	13	-0.6	3	11	-1	-2	15
CC1=CC2=NC(=O)CC(C)(C(=O)N(CC(=O)NC3CCCC3)Cc3ccc(Cl)cc3)N2C=C1 (stereo not given)	5	-2	0	1.5	4	3	1	2	-18
(further entries)
SMILES	tim23-1 inh	APJ ag	Mdm2 MdmX PPI	CHOP UPR activ	CXCR6 inh	APJ antagonist	EBI2 antag	XBP1 UPR activ	CCR6 antag
O=C(Cn1cnc2ccccc21)N/N=C/c1ccco1	13	-2	10	-2.2	-8	-2	-9	-1	-8
Cc1cc(Cl)ccc1N1C(=O)CC(NNC(=O)c2cccnc2)C1=O (stereo not given)	8	0	2	-0.1	-2	8	3	2	14
CC(C)N(C(=O)CSc1nc(COc2ccccc2)nc2ccccc12)C(C)C	36	-4	22	1.7	11	12	-11	-2	30
CCc1nnc(NC(=O)COC(=O)CN2C(=O)c3ccccc3C2=O)s1	-7	2	7	-1.4	6	-14	-11	-2	10
CCOC(=O)N1CCN(C(=O)CSCc2ccc(C)cc2)CC1	26	-4	-19	-3.0	3	-30	10	-3	-3
O=C(COC(=O)c1n[nH]c2ccccc12)NCCc1ccccc1	-12	-3	-4	-1.2	-1	-3	3	-1	6
O=C(NCC1CCCO1)c1ccc(NC(=O)c2cccc(Cl)c2)cc1 (stereo not given)	-3	-5	19	3.0	17	16	-11	1	9
COc1ccc2cc(C=O)n(C)c2c1	4	-3	22	-0.9	-5	0	-9	-1	-4
COc1cc(CNCCN(C)C)c(Br)cc1OC1CCCC1	14	-5	18	-1.8	-5	3	-3	-3	1
O=C(CN(Cc1ccccc1)S(=O)(=O)c1ccccc1)NC1CC1	5	3	9	0.6	-3	-2	-3	-2	9
CCN(CC(=O)NCc1ccc(Cl)cc1)S(=O)(=O)c1ccc(F)cc1	21	0	2	1.7	6	-27	0	-1	9
COc1ccc(S(=O)(=O)N(CC(=O)NCCCN(C)C)c2ccc(C)cc2)cc1OC	1	-3	12	-3.2	-3	-7	-2	2	-6
CCOC(=O)c1c(C)c(C(=O)NCc2ccc(OC)cc2)c(C)n1C	11	-2	-32	0.3	-3	9	0	-3	8
CN(C(=O)CSC1=NCCS1)c1ccccc1	8	-2	24	-1.5	6	7	-23	-3	9
CCC1C/C(=C/c2cccs2)C(=O)/C(=C/c2cccs2)C1 (stereo not given)	6	-5	-1	1.5	10	2	3	-2	26
COc1ccc2oc(=O)c(C(=O)NC(C)c3ccccc3)cc2c1 (stereo not given)	26	2	-21	-1.2	3	-4	2	-2	3

These rows are one share of the data. The share of hits here may be higher or lower than overall.
